Screens: PubChem BioAssay, several laboratories
m5-HT2A agonist: mouse Htr2a agonists via beta-arrestin recruitment, primary screen, cell-based, luminescence; CHO-K1 mHTR2A beta-arrestin complementation; percent of 30 µM serotonin response; 0.66% of 360,000 active; activation, % at 7.6 µM;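 active = activation above a run cutoff, the mean activation of all tested compounds plus 3 SD, cut at about 14% in these data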;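 note: 0% = plate median of compound wells and 100% = 30 µM serotonin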
Target sequence (P35363 whole entry, looked up): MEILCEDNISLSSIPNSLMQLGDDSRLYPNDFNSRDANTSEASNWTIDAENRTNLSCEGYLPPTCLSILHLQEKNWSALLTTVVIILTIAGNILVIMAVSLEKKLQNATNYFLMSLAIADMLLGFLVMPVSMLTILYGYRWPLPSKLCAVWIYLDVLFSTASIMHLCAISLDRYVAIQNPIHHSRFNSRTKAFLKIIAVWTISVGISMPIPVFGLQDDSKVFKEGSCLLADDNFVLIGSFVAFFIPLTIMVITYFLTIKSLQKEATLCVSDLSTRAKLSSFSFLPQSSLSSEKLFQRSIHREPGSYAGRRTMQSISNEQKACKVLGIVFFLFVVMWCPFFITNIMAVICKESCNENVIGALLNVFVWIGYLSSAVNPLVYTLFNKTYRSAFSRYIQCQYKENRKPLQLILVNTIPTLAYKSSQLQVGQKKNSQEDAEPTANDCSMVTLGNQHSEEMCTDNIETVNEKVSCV
NR2E3 ag-1: inhibitors of NR2E3-RetCOR corepressor binding, primary screen, NR2E3 agonist project, biochemical, TR-FRET, GST-NR2E3, biotin-RetCOR; Photoreceptor-specific nuclear receptor (Homo sapiens), Q9Y5X4; 1536-well; inhibition of corepressor binding, % at 4.78 µM; 0.12% of 320,000 active; AID 2300, 2010;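 active = percent inhibition above the cutoff of mean plus 3 SD of all tested compounds, set per screening campaign, cut at about 20% in these data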;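 note: 0% = DMSO wells and 100% = biotin wells as full block of FRET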
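Assay system: NR2E3–RetCOR corepressor complex. Quantity: 1.35 nM GST-NR2E3. Buffer or medium: pH 7.5 Tris-based buffer. Reagent: biotinylated RetCOR corepressor at 7 nM final. Schedule: 5 h at 4 °C. Detection: TR-FRET, emission read at 617 and 671 nm. Replicates: one well per compound, singlicate testing.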
PDI inh: inhibitors of human PDI, primary screen, biochemical, turbidity, single point, plate reader. inhibition, % at 10 µM. PDI insulin aggregation turbidity, A650, 90 min. 0.052% of 350,000 active;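 active = mean inhibition across replicates of 30% or more, whatever share of single replicates reach that level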;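 note: absorbance from insulin aggregation driven by PDI reduction with DTT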
Target sequence (P07237 whole entry, looked up): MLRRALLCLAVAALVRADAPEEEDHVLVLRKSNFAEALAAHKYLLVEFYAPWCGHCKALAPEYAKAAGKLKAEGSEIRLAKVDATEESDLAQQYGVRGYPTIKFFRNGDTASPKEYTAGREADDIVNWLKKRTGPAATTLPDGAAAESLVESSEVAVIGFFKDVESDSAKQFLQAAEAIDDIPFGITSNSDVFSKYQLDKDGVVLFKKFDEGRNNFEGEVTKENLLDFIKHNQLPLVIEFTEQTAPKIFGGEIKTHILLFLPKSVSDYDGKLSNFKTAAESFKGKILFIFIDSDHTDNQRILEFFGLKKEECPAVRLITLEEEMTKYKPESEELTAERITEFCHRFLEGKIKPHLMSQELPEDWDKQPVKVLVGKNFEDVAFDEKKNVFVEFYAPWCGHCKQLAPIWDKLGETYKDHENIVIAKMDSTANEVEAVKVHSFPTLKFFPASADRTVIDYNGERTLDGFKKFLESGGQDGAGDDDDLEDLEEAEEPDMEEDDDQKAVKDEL
H9c2 protect: cardioprotection against H2O2-induced cell death, primary screen, uHTS, H9c2 cells, ATPLite luminescence | protection from H2O2 cell death, % at 20 µM | H9c2 cardiomyocytes, H2O2 injury protection, 2 h | 0.63% of 360,000 active;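 active = compounds giving at least 50% protection of heart cells from peroxide-induced death in the single-dose screen, raw or plate-pattern-corrected value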;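 note: 0% = DMSO wells with peroxide and 100% = DMSO wells without peroxide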
iPSC survival up: enhancers of single-cell hiPSC survival, primary screen, ATPlite luminescence | survival enhancement, % at 20 µM | AID 602274, 2012 | 100% = ROCK inhibitor wells, 0% = DMSO | 0.044% of 360,000 active; in the data active = survival enhancement above about 18%;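 note: cells exposed to compounds for 16 hours before the ATP read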
Peg3 promoter: Peg3 promoter-driven luciferase inhibitors, primary screen, cell-based, HeLa, luciferase luminescence | HeLa PEG-Prom luciferase reporter, overnight | 1.7% of 360,000 active | inhibition, % at 20 µM | AID 588405, 2011;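 active = inhibition of at least 50% at 20 µM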
TRPM1 prom inh: inhibitors of MITF-dependent TRPM1 promoter reporter, primary screen, cell-based, SK-MEL-5, single point, luciferase. SK-MEL-5 TRPM1 promoter luciferase, 24 h. AID 488899, 2010. 0.83% of 330,000 active. inhibition, % at 12.5 µM;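 active = mean inhibition across replicates of 60% or more, whatever share of single replicates reaches that level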; note: values of inactives mirror those of a sister screen read the other way
HIF-2a block: HIF-2a reporter inhibitors, primary screen, luminescence, 786-0 RCC cells; inhibition, % at 18.8 µM; 786-0 RCC cells HIF-2a reporter, luciferase luminescence, overnight; 0.72% of 360,000 active;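 active = inhibition of the luminescence signal of 40% or more relative to plate controls, in a single-dose primary screen at 18.75 µM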
Shn3 3UTR inh: reduction of Shn3 3'UTR firefly luciferase signal, primary screen, Schnurri-3 inhibitor project, cell-based, Clone20 osteoblasts, set 2; Clone20 osteoblast Shn3 3'UTR firefly luciferase, 24 h; inhibition, % at 12.5 µM; 0.52% of 360,000 active; AID 588674, 2011;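 active = mean inhibition of at least 75% with every replicate also reaching 75%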;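 note: 0% = median of neutral control wells and 100% = pilot-screen positive control compound; some compounds past the cut are filed as inactive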
CaV13 FRET inh: Disruptors of the CACNA1D IQ motif to Ca2+-dependent inactivation inhibitor domain association, primary screening, Förster resonance energy transfer in intact living …; inhibition, % at 12.3 µM; 0.098% of 340,000 active; HEK cells, CFP/YFP FRET ICDI-IQ, plate reader, 10 min; percent FRET-ratio fall versus neutral wells;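 active = mean replicate inhibition of at least 30% and at least 1% of replicates passing that level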;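 note: 0% = median of the neutral control wells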
NR2E3 ag-2: NR2E3 agonists in two-hybrid cells, primary screen, cell-based, luminescence, CHO-S, Gal4-NCOR/VP16-NR2E3; Photoreceptor-specific nuclear receptor (Homo sapiens), Q9Y5X4; luciferase; inhibition of corepressor binding, % at 3.98 µM; 0.35% of 360,000 active; AID 602229, 2012;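 active = inhibition above the mean of all tested compounds plus 3 SD, cut at about 70% in these data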;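 note: 0% = DMSO with NR2E3 transfected cells and 100% = cells lacking NR2E3 construct; higher means lower luciferase signal from less NR2E3 corepressor binding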
An asterisk follows results filed as active; x = not tested or not shown.

Results follow in this order: m5-HT2A agonist	NR2E3 ag-1	PDI inh	H9c2 protect	iPSC survival up	Peg3 promoter	TRPM1 prom inh	HIF-2a block	Shn3 3UTR inh	CaV13 FRET inh	NR2E3 ag-2
(1) CC(=O)N1c2ccc(S(=O)(=O)NCC3CCC(C(=O)Nc4cc(C)ccn4)CC3)cc2CC1C (configuration not stated)
    8	1	-8	-6	-0.5	88*	23	10	66	-5	48
(2) COc1ccccc1C(=O)N1CCN(c2ccccn2)CC1
    6	5	0	-1	3.0	14	18	-1	3	-8	-5
(3) CCOC(=O)c1ccc(NC(=O)c2ccc(CN3CCOCC3)cc2)cc1
    3	0	-13	-2	1.3	-20	15	-51	-14	x	-9
(4) CN1CCN(c2ncc3c(n2)CC(c2ccccc2F)CC3=O)CC1 (configuration not stated)
    -4	2	7	0	-0.9	7	2	13	20	0	8
(5) Cc1cccc(OP(=O)(Nc2c(C)n(C)n(-c3ccccc3)c2=O)Oc2cccc(C)c2)c1
    1	1	5	0	0.8	26	7	16	8	-6	11
(6) CC(C)Cc1nnc(NC(=O)CCNC(=O)c2ccccc2Cl)s1
    1	3	-4	-2	0.0	5	-3	14	-69	-5	-19
(7) O=C(c1ccccc1F)N1CCN=C1c1ccccc1
    -3	1	-1	6	0.8	18	2	4	-2	-3	-4
(8) O=C(C[n+]1ccccc1)Nc1ccccc1[N+](=O)[O-]
    8	6	-20	-4	2.1	8	7	24	-17	-6	-3
(9) Cc1ccc(NC(=O)CN2C(=O)c3ccccc3C2=O)c(C)c1
    8	5	-13	1	-0.4	7	6	25	2	-2	22
(10) COCCCn1c(Cc2csc(Nc3ccc(F)cc3)n2)nnc1SCC(N)=O
    0	3	8	8	0.1	13	-5	6	8	x	11
(11) CSc1ccccc1NC(=O)CSc1cccc[n+]1[O-]
    3	x	7	-4	3.1	-3	-14	10	5	-6	-4
(12) COc1ccc(S(=O)(=O)Nc2c(C)c(C)cc3c2ncn3C)cc1
    -3	-1	0	11	-0.7	13	-3	14	3	-1	-2
(13) Cc1occc1C(=O)NCc1nc(-c2ccccc2)no1
    2	2	1	1	-0.5	-17	0	1	10	-5	-22
(14) CCC(C)NC(=O)CCc1c(C)nc2c(c(C)nn2-c2ccccc2)c1C (configuration not stated)
    0	1	3	3	-0.6	16	5	14	24	-12	0
(15) COc1ccc(OC)c(N(CC(=O)NCc2ccccc2)S(=O)(=O)c2ccc(OC)c(OC)c2)c1
    -3	2	-5	18	0.4	24	-1	14	-1	-10	18
(16) CN1CCCN=C1/C=C/c1cccs1
    0	-1	19	-7	0.0	14	9	11	-7	-5	-8
(17) Nc1[nH]n(-c2ccccc2)c(=O)c1N=Nc1ccccc1[N+](=O)[O-]
    -4	-4	-1	4	-2.9	-342	-119	-344	-100	x	-114
(18) CCN1C(=O)[C@H]2[C@@H](c3ccc(C(F)(F)F)cc3)N[C@]3(CCCN(Cc4ccco4)C3=O)[C@H]2C1=O
    4	x	12	9	1.9	-3	x	2	15	-6	1
(19) COc1ccc(C(=O)N2CCN(c3ncnc4c(-c5ccccc5)nsc34)CC2)cc1
    0	x	3	-3	-2.1	-18	8	-8	16	-5	-2
(20) CNC(=O)CSCc1c(Cl)cccc1Cl
    1	-2	1	7	0.8	0	-4	-7	-15	-8	8

Quoted at random: 2 compounds from above
Results follow in this order: m5-HT2A agonist	NR2E3 ag-1	PDI inh	H9c2 protect	iPSC survival up	Peg3 promoter	TRPM1 prom inh	HIF-2a block	Shn3 3UTR inh	CaV13 FRET inh	NR2E3 ag-2
(11) CSc1ccccc1NC(=O)CSc1cccc[n+]1[O-]
    3	x	7	-4	3.1	-3	-14	10	5	-6	-4
(5) Cc1cccc(OP(=O)(Nc2c(C)n(C)n(-c3ccccc3)c2=O)Oc2cccc(C)c2)c1
    1	1	5	0	0.8	26	7	16	8	-6	11

Later entries
Results follow in this order: m5-HT2A agonist	NR2E3 ag-1	PDI inh	H9c2 protect	iPSC survival up	Peg3 promoter	TRPM1 prom inh	HIF-2a block	Shn3 3UTR inh	CaV13 FRET inh	NR2E3 ag-2
(21) O=C(Nc1ccc(F)cc1)c1ccccc1Oc1ccc(C(F)(F)F)cc1[N+](=O)[O-]
    -1	-2	3	-12	-1.2	28	5	2	61	-4	-15
(22) Brc1cc(Br)c(Oc2cc(Br)c(Br)cc2Br)cc1Br
    4	3	x	1	-2.0	-1	-3	7	14	x	-20
(23) COCCn1c(-c2ccc(OC)cc2)nc2ccccc21
    4	-4	-10	-13	0.3	-25	-1	-83	-22	-5	-10
(24) CCC(=O)N(CCC(Cc1ccccc1)c1ccc2c(c1)OCO2)Cc1ccccc1F (configuration not stated)
    -9	0	8	-4	-3.9	-4	10	23	-4	-4	1
(25) COc1cccc(/C=N/NC(=O)CCn2cnc3ccccc32)c1
    -2	4	-3	-5	0.6	14	-8	8	-10	-1	9
(26) CCOc1cc(C2C(C#N)=C(N)OC(C)=C2C(C)=O)cc(Br)c1O (configuration not stated)
    -7	4	-3	6	6.5	-55	1	12	6	-4	-33
(27) CCCCN(C(=O)C1CC(=O)N(c2ccc3c(c2)OCCO3)C1)c1c(N)n(CC(C)C)c(=O)[nH]c1=O (configuration not stated)
    -11	x	0	-1	-0.4	-10	3	5	5	-5	-3
(28) CC1(C(=O)NS(=O)(=O)c2cccc(C#N)c2)CCN1C(=O)CC1CCCCC1 (configuration not stated)
    -1	x	-2	5	1.1	10	x	8	12	-11	-2
(29) O=C(Oc1cc(-c2ccccc2)no1)c1cccc(C(F)(F)F)c1
    4	-3	-8	6	-0.7	4	-2	4	-1	x	-13
(30) CCOc1ccc(S(=O)(=O)N/N=C(\C)C2CCCCC2)cc1
    -3	-2	-7	-7	-1.4	6	9	2	-2	-13	-11
(31) Cc1ccc(SCC(=O)Nc2nccs2)cc1
    5	0	0	5	-0.8	-179	-59	-211	-57	-5	-4
(32) COc1ccc(NS(=O)(=O)c2cccc(C(=O)NNC(=O)CNC(=O)c3ccccc3)c2)cc1
    2	-1	3	8	0.5	-4	5	14	-11	x	-40
(33) Cc1ccccc1NS(=O)(=O)c1ccc(OCC(=O)NCc2ccco2)cc1
    1	4	10	13	1.1	17	9	1	3	-2	-2
(34) COc1cccc(CNC(=O)CCC(=O)N2CCSc3ccccc32)c1OC
    -3	2	x	4	-0.3	10	13	1	2	6	0
(35) Cc1cccc(N2C(=O)N3[C@@H]4c5ccccc5OC[C@@H]4[C@@H](c4ccccc4)[C@@]3(C)C2=O)c1
    6	-1	3	0	5.5	8	-1	-2	5	-4	22
(36) CCN1CCC(O)(C#Cc2ccccc2)CC1
    8	-2	5	0	0.2	15	-1	-3	3	-17	4
(37) C[C@@H](NC(=O)[C@@H]1Cc2ccccc2CN1)C(=O)Nc1ccc2c(c1)OCCO2
    -5	6	-12	1	1.7	-157	-58	-176	-13	-3	-62
(38) CCN1CCN(c2nc3c(c(=O)[nH]c(=O)n3C)n2Cc2ccccc2)CC1
    4	x	2	12	-0.3	10	-3	13	1	-23	10
(39) Cc1nc(SCc2ccccc2)n[nH]1
    -1	-1	3	8	-0.4	-88	-19	-74	-31	-19	-16
(40) O=S(=O)(Nc1nccs1)c1ccc(F)cc1
    0	3	2	18	3.5	8	2	15	3	-7	23
(41) CC(C)(C)N(Cc1ccccc1)C(=O)COC(=O)c1ccc(S(=O)(=O)N2CCOCC2)cc1
    0	x	8	-1	-3.0	10	9	-3	-1	-7	-12
(42) O=C(O)CSc1nnc(-c2ccco2)o1
    5	-1	-7	-5	-1.7	0	-4	21	-7	-4	-10
(43) O=C(COc1ccccc1N1C(=O)C2C3C=CC(C3)C2C1=O)c1ccccc1 (configuration not stated)
    2	-1	23	1	0.3	-6	-35	-9	-4	-5	4
(44) O=C(Nc1cccnc1)OCc1ccccc1
    -2	0	0	6	1.0	-55	-8	-83	-91	-5	-16
(45) COc1cc(/C=C/C(=O)N(C)CC(=O)Nc2ccccc2Br)cc2c1OCCO2
    -8	1	-4	5	0.0	4	6	-8	15	-3	-31
(46) CN(C)CC1CCC/C(=C\c2ccc(OC(=O)/C=C/c3ccc(Cl)c(Cl)c3)cc2)C1=O (configuration not stated)
    3	x	-67	-14	-2.6	95*	2	8	7	-10	18
(47) CCNc1cc2oc(=O)c(CN3CCOCC3)c(C)c2cc1C
    -1	-1	3	-1	3.2	-1	8	12	2	x	-6
(48) CCCN(C(=O)CSc1nc2cc(S(=O)(=O)N(CC)CC)ccc2o1)C1CCS(=O)(=O)C1 (configuration not stated)
    1	-3	-1	2	-0.4	16	7	-4	-9	-6	6
(49) O=C(CN1CCCC1)Nc1ccc(-c2nc3cc(NC(=O)CN4CCCC4)ccc3o2)cc1
    -5	2	5	6	-5.7	71*	58	-101	9	-8	8
(50) Cc1cc(N2C(=O)C(O)=C(C(=O)c3ccc(C)o3)C2c2cccs2)no1 (configuration not stated)
    8	18	4	16	-1.7	-21	10	-28	-3	x	35
(51) COc1ccc(N2C(=O)C(CN3CCN(C)CC3)C2c2ccccc2)cc1 (configuration not stated)
    -5	-1	-5	2	3.2	-1	9	2	26	-5	3
(52) COc1cc(/C=N/n2cnnc2)ccc1OC(=O)c1ccco1
    2	3	-3	-4	0.6	13	16	24	15	-2	-12
